# Assay outcomes (PubChem)
# ELG1 genotox: qHTS screen for small molecules that induce genotoxicity in human embryonic kidney (HEK293T) cells expressing luciferase-tagged ELG1; Potency, µM (series often up to 46 µM), for the others: top-dose activity change, positive = activation, most hits filed as activators; AID 504466, 2011; HEK293T ELG1-luciferase reporter, luminescence, 16 h; 330,000 compounds, 1.3% hits; also: potency is read from the fitted curve at half-maximal effect; % of control where 0% means no effect; nearly all actives have a fitted effect of over 60% in size
#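 ELG1-luciferase HEK293T cells, 2,000/well; compound pinned in; 16 hr, 37 °C, 5% CO2; ONE-Glo, 30 min RT; luminescence on CCD imager.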
# RORgamma inh: qHTS for inhibitors of ROR gamma transcriptional activity | Nuclear receptor ROR-gamma (Mus musculus), P51450 | Drosophila S2 Gal4-RORgamma UAS-luciferase reporter, 20 h | Potency, µM (doses to about 53.6 µM), without a hit: at the top dose activity change, negative = inhibition, usual class: inhibitors | 310,000 compounds, 5.4% hits; also: potency is read from the fitted curve at half-maximal effect; % is scaled to controls: 0 for no effect and ±100 for the full control effect; nearly all actives have a fitted effect of over 60% in size
#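 Luminescence from a UAS-regulated Photinus luciferase reporter in stably transfected Drosophila Schneider cells is measured; decreased signal marks ROR gamma inhibition. Fusion expression is induced by 700 uM copper sulfate for 20 hr.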
# NPC1 prom act: qHTS Assay for NPC1 Promoter Activators | 320,000 compounds, 2.4% hits | Potency, µM (doses to about 9.22 µM), without a hit: at the top dose activation, actives largely listed as activators | Huh7 NPC1 promoter luciferase reporter, 24 h;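 also: potency is read from the fitted curve at half-maximal effect; % of control where 0% means no effect; nearly all actives have a fitted effect of over 60% in size; reporter is driven by a mutant NPC1 promoter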
#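 Cells: Huh7 expressing luciferase under the NPC1 promoter, 1500/well. Seeded 2 h, compound added, incubated 24 h at 37 °C. Luciferase reagent, 10 min ambient, then luminescence.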
# p53 reactivation: qHTS assay for re-activators of p53 using a Luc reporter; 320,000 compounds, 0.063% hits; H1299 p53-A138V BP100-luciferase reporter, luminescence, 24 h; Potency, µM (top dose mostly 92.2 µM), without a hit: top-dose activity change, positive = activation, hits mostly activators; also: potency is read from the fitted curve at half-maximal effect; % of control where 0% means no effect; nearly all actives have a fitted effect of over 45% in size
#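 H1299 (p53-null), stable ts p53-A138V + BP100-Luc; 1000 cells/well, Opti-MEM/10% FBS; cpd 4 pt, 1:5; 24 h, 37 deg C, 5% CO2; detection reagent 10 min RT; luminescence.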
# BRCA1 expr act: qHTS Assay to Identify Small Molecule Activators of BRCA1 Expression. Potency, µM (highest dose often 46.1 µM), for the others: top-dose activation, most hits filed as activators. MCF7-BRCA1-FFLuc reporter, luminescence, 48 h; response scale: scaled: vehicle 0%, 10 µM genistein 100%. 380,000 compounds, 1.1% hits; also: potency is read from the fitted curve at half-maximal effect; nearly all actives have a fitted effect of over 80% in size; some results filed as inactive show a strong effect at the top dose
#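 48 h compound treatment of MCF7-BRCA1-FFLuc cells (phenol-red free MEM, 37 °C), then 15 min with luciferase substrate and luminescence imaging.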
# Tb PFK inh: qHTS Assay to Find Inhibitors of T. brucei phosphofructokinase. 330,000 compounds, 0.17% hits. ATP-dependent 6-phosphofructokinase (Trypanosoma brucei brucei), O15648. T. brucei PFK, ADP-Glo luminescence. AID 485367, 2010. Potency, µM (series often up to 57.5 µM), for the others: at the highest dose activity, negative = inhibition, most hits filed as inhibitors;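 also: potency is read from the fitted curve at half-maximal effect; 0% = uninhibited 1x PFK enzyme wells and -100% = no-enzyme wells; nearly all actives have a fitted effect of over 60% in size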
# Target sequence (O15648 whole entry, looked up): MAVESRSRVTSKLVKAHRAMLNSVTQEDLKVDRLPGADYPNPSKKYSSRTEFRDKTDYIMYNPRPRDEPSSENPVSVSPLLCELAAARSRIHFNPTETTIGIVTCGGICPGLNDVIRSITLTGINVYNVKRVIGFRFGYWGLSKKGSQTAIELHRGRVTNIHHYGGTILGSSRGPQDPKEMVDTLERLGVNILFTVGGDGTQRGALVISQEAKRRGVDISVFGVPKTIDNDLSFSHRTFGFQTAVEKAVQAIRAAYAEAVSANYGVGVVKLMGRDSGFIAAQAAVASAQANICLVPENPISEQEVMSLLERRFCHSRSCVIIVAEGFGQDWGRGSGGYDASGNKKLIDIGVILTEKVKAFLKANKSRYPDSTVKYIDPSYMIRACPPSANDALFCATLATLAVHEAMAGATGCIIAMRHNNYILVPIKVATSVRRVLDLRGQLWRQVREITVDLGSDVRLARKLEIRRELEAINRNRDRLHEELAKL
#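 ADP-Glo luminescence quantified ADP after 45 min at room temperature, with 1.25 nM T. brucei PFK, 0.1 mM ATP and 0.5 mM fructose-6-phosphate in pH 8.0 TEA buffer. qHTS titrations up to 57 µM; curves classified by quality.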
# Rab9 prom act: qHTS Assay for Rab9 Promoter Activators; Potency, µM (titrated, usually from 9.22 µM), without a hit: top-dose activation, negative = inhibition, usual class: activators; AID 485297, 2010; 320,000 compounds, 2.8% hits; Huh7 Rab9 promoter-luciferase reporter, luminescence, 24 h; also: potency is read from the fitted curve at half-maximal effect; % of control where 0% means no effect; nearly all actives have a fitted effect of over 60% in size
#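 Stable Rab9-luc Huh7, 1500 cells/well, 2 h settle; cmpd in DMSO, 24 h, 37 °C/5% CO2; luciferase reagent 10 min RT; luminescence.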
# FLuc counter: qHTS profiling assay for firefly luciferase inhibitor/activator using purifed enzyme and Km concentrations of substrates (counterscreen for miR-21 project); Luciferin 4-monooxygenase (Photinus pyralis), P08659; AID 588342, 2011; Potency, µM (series often up to 57.5 µM), without a hit: at the highest dose activity change, negative = inhibition, actives largely listed as inhibitors; purified FLuc, Km substrates, luminescence inhibition; 360,000 compounds, 6.9% hits;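 also: potency is read from the fitted curve at half-maximal effect; plate controls were vehicle for no effect and reference inhibitor for full effect; nearly all actives have a fitted effect of over 55% in size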
#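 Biochemical qHTS of compounds, final roughly 60 µM downward over six points, against 10 nM purified firefly luciferase using Km concentrations of substrates (10 uM D-luciferin, 10 uM ATP) in Tris acetate pH 7.5 buffer; luminescence output.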
# Gal4-VP16 FLuc: VP16 counterscreen qHTS for inhibitors of ROR gamma transcriptional activity; Potency, µM (series often up to 53.6 µM), inactives show at the top dose activity, negative = inhibition, actives largely listed as inhibitors; Drosophila S2 Gal4-VP16 UAS-luciferase, luminescence, 20 h; AID 2546, 2010; 310,000 compounds, 3.5% hits;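 also: Gal4-VP16 expression switched on by copper sulfate through the metallothionein promoter; potency is read from the fitted curve at half-maximal effect; % is scaled to controls: 0 for no effect and ±100 for the full control effect; nearly all actives have a fitted effect of over 50% in size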
# TRPV1 agonist: HTS Assay for Compounds that Act as Agonists of the Vanilloid Receptor 1; TRPV1-expressing cells, Fluo-8 calcium influx, agonist mode; activation, % at 8.33 µM; 320,000 compounds, 0.19% hits; in the data active = activation above about 80%; inconclusive = between about 30% and that limit; also: 0% is about no effect
#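 Fluo-8 calcium influx in TRPV1-expressing cells, kinetic read (ex 480/em 520 nm). Compound added and read 3 min for agonist activity, followed by capsaicin at EC20 final and 2 min further read for enhancement.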
# ELG1 repair inh: qHTS screen for small molecules that inhibit ELG1-dependent DNA repair in human embryonic kidney (HEK293T) cells expressing luciferase-tagged ELG1. HEK293T ELG1-luciferase reporter, luminescence, 16 h; DNA damage induced by 5-fluorouridine. Potency, µM (titrated, usually from 46.1 µM), inactives show at the top dose activity change, negative = inhibition, actives largely listed as inhibitors. 330,000 compounds, 2.3% hits. AID 504467, 2011; also: potency is read from the fitted curve at half-maximal effect; % is scaled to controls: 0 for no effect and ±100 for the full control effect; nearly all actives have a fitted effect of over 55% in size
#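 In this reporter screen, reduction of luminescence relative to DMSO vehicle indicated activity. Compounds and 5-fluorouridine were added together to 2,000 cells per well, incubated for 16 hr at 37 °C, then developed with ONE-Glo.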
# Active calls of the source: *; ? = inconclusive; . = not tested or not shown; [ ] = another dose, or the depositor's remark. Unless noted, calls follow the shape of the dose curve; as a rule, active = well fitted curve in the direction sought with a large enough effect; inconclusive = small, poorly fitted or top-dose-only effect, or another doubt; inactive = no such curve, though single readings can be large; an effect the other way counts as inactive or inconclusive.
SMILES,ELG1 genotox,RORgamma inh,NPC1 prom act,p53 reactivation,BRCA1 expr act,Tb PFK inh,Rab9 prom act,FLuc counter,Gal4-VP16 FLuc,TRPV1 agonist,ELG1 repair inh
CC1Cc2ccccc2N1C(=O)c1cc2sccc2n1Cc1ccc(F)cc1 (stereo not given),-3%,8%,-1%,13%,-40%,-4%,0%,2%,-18%,4,-5%
O=C(N/N=C/c1ccncc1)c1ccc(NC(=O)c2cccc(Cl)c2)cc1,-14%,8%,0%,-3%,1%,?,16%,-10%,7%,19,?
Cc1cc(C)nc(Nc2nc3ccccc3[nH]2)n1,?,11%,?,.,54%,-1%,?,?,-7%,-1,?
CCCCC1CCC(C(=O)N(CCOC)c2c(N)n(CCCC)c(=O)[nH]c2=O)CC1 (stereo not given),2%,.,1%,-3%,-38%,-1%,0%,0%,.,-1,8%
Cc1cc(C)cc(NC(=S)NCC2CCCO2)c1 (stereo not given),1%,11µM*,3%,-5%,-12%,0%,1%,0%,35µM*,1,-3%
C=CCSc1nc2c(c(=O)[nH]c(=O)n2C)n1CC,-1%,2%,-2%,9%,-4%,-9%,0%,2%,-4%,6,15%
N#Cc1cnn2c(-c3ccc(Cl)cc3Cl)ccnc12,3%,3%,-10%,-4%,-17%,-2%,-3%,0%,-21%[10 µM],0,-5%
O=C(O)C1C2C=CC(C3CC23)C1C(=O)NCCc1ccccc1 (stereo not given),10%,?,11%,?,53%,-2%,-3%,-11%,27%,0,?
Cc1c(C(=O)c2ccc(Cl)cc2Cl)cnc2cc3c(cc12)OCO3,-3%,139%,-5%,5%,-38%,1%,-2%,-3%,?,2,?
O=C(CCN1CCCCC1=O)NC1CCCN(Cc2ccc(Cl)cc2)C1 (stereo not given),-16%,12%,-6%,-10%,-1%,-1%,5%,?,-6%,28,?
CCn1cc(CN2CCC(n3nccc3NC(=O)C3CCCC3)CC2)c(C)n1,-2%,17%,0%,-8%,2%,-6%,10%,5%,-9%,0,-1%
O=C(OCc1nnc(-c2ccccc2)o1)c1ccc(Br)o1,0%,.,-1%,11%,9%,2%,-3%,-8%,.,7,4%
CN(CC(=O)Nc1cccc(F)c1)C(=O)c1cc([N+](=O)[O-])ccc1N1CCOCC1,0%,.,-2%,0%,-21%,-5%,-2%,3%,.,15,-6%
CCn1ncc([N+](=O)[O-])c1C(=O)Nc1cc(C)on1,-2%,-1%,-1%,-4%,-5%,8%,0%,0%,-15%,1,0%
COc1cccc(-c2c[nH]c(=O)[nH]c2=O)c1,1%,-3%,-4%,-1%,-3%,0%,14%,2%,2%,3,7%
NC(=O)c1ccc(Oc2cccc3cccnc23)c([N+](=O)[O-])c1,-3%,-3%,-3%,-4%,-31%,4%,-4%,5%,-12%[10 µM],3,-23%
CCOc1cccc2sc(N(CCCN(C)C)C(=O)c3ccc(S(=O)(=O)N(C)c4ccccc4)cc3)nc12,-10%,?,-8%,12%,-10%,0%,-2%,1%,?,25,-1%
Cc1occc1C(=O)NC(C)C(C)(C)C (stereo not given),.,12%,.,.,12%,.,.,3%,17%,3,.
COc1cccc(Nc2c(F)c(F)c(F)c(F)c2C(=O)O)c1,-8%,2%,-2%,?,-3%,-14%,-2%,6%,3%,-3,?
CCOC(=O)c1cc2sc(C)cc2n1CC(=O)Nc1cccc(C)c1C,1%,-8%,0%,-3%,-6%,2%,1%,8%,2%,1,3%
O=C(COc1ccc(Br)cc1)NCCNC(=O)c1cccnc1,2%,-15%,1%,11%,2%,0%,3%,5%,-8%,0,4%
C/C(=N\NC(=O)CCn1nnc2ccccc21)c1cccs1,16%,?,20%,11%,?,0%,19%,?,?,-3,?
Cc1ccc(/C=C/C(=O)N(Cc2cccs2)C2CCS(=O)(=O)C2)cc1 (stereo not given),0%,33%,-4%,-5%,-11%,-3%,-5%,-5%,-4%,0,2%
O=c1c2ccccc2nc(CSc2nnnn2-c2ccccc2)n1-c1ccccc1Cl,1%,?,-6%,9%,-14%,-3%,-6%,3%,-13%,2,-3%
COc1ccc(C(=O)NCCSc2ccccn2)cc1,1µM*,13µM*,0.71µM*,1%,?,-2%,0.4µM*,2.1µM*,?,23,?
# Continued:
SMILES,ELG1 genotox,RORgamma inh,NPC1 prom act,p53 reactivation,BRCA1 expr act,Tb PFK inh,Rab9 prom act,FLuc counter,Gal4-VP16 FLuc,TRPV1 agonist,ELG1 repair inh
CCOC(=O)c1c(-c2ccc(OC)cc2)oc2ccc(O)cc12,1%,-14%,1%,-2%,-55%,2%,-6%,3%,-6%,11,0%
Cc1ccc(SCc2[nH]nc3c2C2(C(=O)N(C)c4ccccc42)C(C#N)=C(N)O3)cc1 (stereo not given),-1%,2%,0%,-6%,-45%,-3%,7%,-6%,-20%,-2,?
NS(=O)(=O)c1ccc(CCNC(=O)C2CCN(S(=O)(=O)c3ccc(Br)s3)CC2)cc1,0%,5%,-1%,3%,0%,-5%,2%,0%,9%,0,-4%
O=C(Cn1cnc2c(cnn2-c2ccccc2)c1=O)NC1CCCC1,?,-13%,12%,4%,63%,-4%,13%,0%,-6%,1,25%
COc1ccc(NC(=O)COc2nsnc2N2CCCCC2)cc1,-1%,21%,-4%,11%,-40%,0%,0%,-1%,-10%,0,?
CCOc1ccc(C(=O)COC(=O)C2COc3ccccc3O2)cc1 (stereo not given),3%,.,-6%,?,-6%,5%,3%,.,.,-1,7%
O=C1/C(=C\c2ccco2)SC(=S)N1C1CCCCC1,9%,23%,-1%,.,.,4%,17%,?,20%,11,?
O=S(=O)(c1cccs1)N1CN(Cc2ccc(F)cc2)c2nc3ccccc3nc21,0%,19%,-2%,-2%,-13%,-4%,0%,-1%,-2%,-2,?
CC1(C)CC(NC(=O)C2CCN(S(=O)(=O)c3ccc(F)cc3)CC2)CC(C)(C)N1,1%,-1%,2%,15%,2%,1%,0%,0%,2%,-2,2%
COC(=O)c1ccc(CNC(=O)c2ccc(S(=O)(=O)N3CCCCCC3)cc2)cc1,1%,.,.,-2%,-6%,-1%,.,.,.,.,-24%
O=C(OCC(=O)N1CCN(C(=O)c2ccco2)CC1)c1cccc(S(=O)(=O)N2CCc3ccccc32)c1,-2%,25%,-20%,-4%,0%,-6%,-27%,0%,3%,3,9%

# Rows are unselected, and some 15% of all compounds hit somewhere here.
